# Bioassay records deposited in PubChem by National Center for Advancing Translational Sciences (NCATS).
# GAA glycogen – qHTS Assay for Inhibitors and Activators of Human alpha-Glucosidase Cleavage of Glycogen; Potency, µM (doses to about 76.4 µM), for inactives: top-dose activity change, negative = inhibition, usual class: inhibitors; recombinant GAA, glycogen substrate, Amplex Red glucose oxidase fluorescence; hit rate 0.38% among 300,000; Lysosomal alpha-glucosidase (Homo sapiens), P10253; AID 2100, 2009;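 further: 0% = full enzyme reaction and -100% = no-enzyme basal signal; the screen sought inhibitors and activators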
#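 qHTS, 1536-well; enzyme 4 nM final; cpd up to 77 uM; substrate bovine liver glycogen 30 ug; 50 mM citrate/phosphate pH 5.0, 0.01% Tween-20; 37 C, 40 min; Amplex Red detection 45 min RT; Hill fit → AC50.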
# GAA spleen mod – qHTS Assay for Inhibitors and Activators of Human alpha-Glucosidase From Spleen Homogenate | AID 2112, 2009 | human spleen homogenate, 4-MU-alpha-glucoside fluorescence | hit rate 0.006% among 240,000 | Potency, µM (top dose mostly 79.9 µM), inactives show at the top dose activity change, negative = inhibition, actives largely listed as inhibitors;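 further: 0% = enzyme with vehicle and -100% = no enzyme basal signal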
#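 Enzyme source: human spleen homogenate, 1 ug/well. Buffer 50 mM citric acid/K phosphate pH 5.0, 0.01% Tween-20. 4-MU-alpha-glucoside 1 mM; 37 C x 40 min; NaOH/glycine stop; fluorescence.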
# GoLoco inh red – qHTS Assay for Inhibitors of RGS12 GoLoco Motif Activity (Red Fluorophore); Guanine nucleotide-binding protein G(i) subunit alpha-1 (Homo sapiens), P63096; Gai1:RGS12 GoLoco peptide FP, rhodamine, 10 min; Potency, µM (top dose mostly 61.6 µM), for inactives: top-dose activity, negative = inhibition, actives largely listed as inhibitors; hit rate 0.44% among 230,000; active means well fitted inhibition curve with a large enough effect, not every such curve was filed as active; inactive means no such curve, though single readings can be large or run the other way; further: on the % scale 0 is the no-effect control and ±100 the full control effect; nearly all actives have a fitted effect of over 30% in size; many of its hits are not listed in these tables
# Target sequence (P63096 whole entry, looked up): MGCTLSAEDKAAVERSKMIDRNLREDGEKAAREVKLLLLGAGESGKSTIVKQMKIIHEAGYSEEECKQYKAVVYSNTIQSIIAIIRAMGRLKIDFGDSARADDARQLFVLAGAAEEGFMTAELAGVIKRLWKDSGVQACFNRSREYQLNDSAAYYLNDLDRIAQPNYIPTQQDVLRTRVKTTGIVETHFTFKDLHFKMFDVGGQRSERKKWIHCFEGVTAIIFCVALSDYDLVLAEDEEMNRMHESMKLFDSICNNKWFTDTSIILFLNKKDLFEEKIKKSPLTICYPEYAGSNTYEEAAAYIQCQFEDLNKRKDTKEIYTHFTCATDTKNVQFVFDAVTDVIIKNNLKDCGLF
# HTT ATP protect – qHTS Multiplex Assay to Identify Dual Action Probes in a Cell Model of Huntington: Cytoprotection (ATP); PC12 HTT-Q103 induced, cytoprotection, ATP luminescence, 40 h; hit rate 0.14% among 230,000; Potency, µM (titrated, usually from 56.4 µM), for inactives: cytoprotection (ATP increase), most hits filed as activators; AID 1471, 2008;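 further: % of control where 0% means no effect; nearly all actives have a fitted effect of over 45% in size; toxic huntingtin expression switched on by the ecdysone agonist tebufenozide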
#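 ATP quantification (ATPlite) reports survival of PC12 cells in which tebufenozide, 100 nM final, switches on Htt exon 1 with 103 glutamines linked to GFP; compounds are titrated.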
# IMPase Li inh – qHTS Assay for Identifying the Cell-Membrane Permeable IMPase Inhibitors: Potentiation with Lithium | CHO-M1 cells, IP1 TR-FRET (IP-One), carbachol + lithium | Potency, µM (highest dose often 59.4 µM), for inactives: at the highest dose activity, negative = IMPase inhibition, usual class: inhibitors | hit rate 0.35% among 210,000 | AID 1457, 2008;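 further: IP1 builds up when IMPase is blocked and the TR-FRET signal falls; plate controls were basal vehicle for no effect and high inhibitor control for full effect; nearly all actives have a fitted effect of over 50% in size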
#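 IP1 accumulation measured by competitive TR-FRET in lysed CHO-M1 cells after 30 min compound exposure at 37C, with a small lithium addition to potentiate weak responses. Hill-equation AC50 from ratio and donor-channel data.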
# HTT aggregate – qHTS Multiplex Assay to Identify Dual Action Probes in a Cell Model of Huntington: Aggregate Formation (GFP). PC12 HttQ103-GFP aggregates, Acumen cytometry, 40 h. Potency, µM (doses to about 46.1 µM), for inactives: at the highest dose activity change, negative = inhibition, most hits filed as inhibitors. hit rate 1.1% among 220,000. AID 1688, 2009; further: on the % scale 0 is the no-effect control and ±100 the full control effect; nearly all actives have a fitted effect of over 60% in size
#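 Ecdysone-promoter PC12 model expressing HTT exon 1 Q103 fused to GFP, induced by tebufenozide at 100 nM final. Compounds titrated; aggregates sized 1–25 µm scored on a 488 nm laser cytometer.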
# GAA inh – qHTS Assay for Inhibitors of Human alpha-Glucosidase as a Potential Chaperone Treatment of Pompe Disease; Lysosomal alpha-glucosidase (Homo sapiens), P10253; purified human GAA, 4-MU-alpha-glucoside fluorescence; Potency, µM (top dose mostly 76.9 µM), without a hit: at the top dose activity change, negative = inhibition, hits mostly inhibitors; hit rate 0.005% among 200,000;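 further: plate controls were uninhibited enzyme wells for no effect and no-enzyme background for full effect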
#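 AC50 values come from Hill fits of compound titrations (up to 77 uM) against 4 nM human enzyme. Substrate 4-methylumbelliferyl-alpha-D-pyranoside at 400 uM, pH 5.0 citrate buffer, 20 min room temperature; fluorescence Ex 365/Em 440 after alkaline stop.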
# Numbers without * were called inactive; ? = inconclusive; . = not tested or not shown; [ ] = another dose, or the depositor's remark. Unless noted, the call rests on the fitted dose curve; in most records, active means well fitted curve in the direction sought with a large enough effect; inconclusive means small, poorly fitted or top-dose-only effect, or another doubt; inactive means no such curve, though single readings can be large; an effect the other way counts as inactive or inconclusive. Potency means the concentration at half of the fitted maximal effect. A portion of the library (hit frequency here may not be typical).
molecule,IMPase Li inh,GAA glycogen,GAA spleen mod,HTT aggregate,GoLoco inh red,GAA inh,HTT ATP protect
N#CCc1c(C#N)c(N)nc(N2CCN(c3ccc(F)cc3)CC2)c1C#N,21%[38.3 µM],-25%,-4%,5%,14%,-8%,4%
Cc1ccc(-c2ccc(C(=O)Nc3cccc(F)c3)o2)c2ccccc12,3%,-8%,-3%,22µM*,18%,?,.
O=C(COC(=O)Cc1ccc2c(c1)OCCO2)Nc1ccc(S(=O)(=O)N2CCCC2)cc1,25%[38.3 µM],2%,-6%,8%,1%,-5%,3%
O=C(CSc1nnc([C@@H]2CCCN2)o1)c1ccc(Cl)cc1,2%[38.3 µM],-1%,3%,28%,9%,-5%,2%[0.074 µM]
O=C(NCCCO)c1ccc(CSc2nc3ccccc3[nH]2)cc1,8%,-7%,6%,9%[9.22 µM],2%,3%,15%[10 µM]
CSCCC(C(=O)OCC(=O)c1ccc(C)c(C)c1)N1C(=O)c2cc(Cl)c(Cl)cc2C1=O (centres undefined),31%[38.3 µM],3%,0%,4%,0%,-9%,6%
CCNC(=S)N/N=C(\C)c1ccco1,2%,?,-10%,8%,7%,-2%,-39%
O=C(COC(=O)c1ccc(Sc2ccccc2)c([N+](=O)[O-])c1)NC1CCS(=O)(=O)C1 (centres undefined),1%,8%,8%,-21%,-11%,-2%,27%[10 µM]
COCc1cc(C)nc(NCCc2ccccc2)c1C#N,-13%[38.3 µM],6%,-5%,0%,-4%,?,-25%
N=c1ccn(CC(=O)NC(N)=O)c2ccccc12,7%[38.3 µM],2%,-10%,-3%,-10%,-9%,9%
O=C(Nc1ccc(F)cc1)Nc1nnc(-c2ccncc2)s1,-1%[38.3 µM],4%,-6%,11µM*,16%,-23%,-16%
O=C(C1=C[C@@H]2[C@H]3C(=O)N(c4ccccc4)C(=O)[C@H]3[C@@H](C(=O)c3ccc(Cl)cc3)N2C=C1)c1ccccc1,17%,2%,-4%,-6%,80%[activator],-1%,-9%[10 µM]
CC12CCC(C(=O)N3CCN(Cc4ccccc4)CC3)(OC1=O)C2(C)C (centres undefined),6%[38.3 µM],6%,8%,-14%,5%,2%,-12%
CC(C)c1ccc(N2CCN(C(=O)c3ccccc3NC(=O)/C=C\C(=O)O)CC2)cc1,11%[38.3 µM],-3%,-12%,0%,-4%,-6%,-14%
COc1cccc(-n2c(SCC(N)=O)nnc2-c2c[nH]c3ccccc23)c1,-20%[38.3 µM],-3%,10%,9%,-1%,?,-44%[inhibitor]
COc1ccc(CC(=O)Nc2ccc(NC(=O)c3ccccc3F)cc2)cc1,-4%,-2%,-6%,32%[9.22 µM],13%,8%,25%[10 µM]
COC(=O)c1c(NC(=O)C2COc3ccccc3O2)sc2c1CCN(C(C)=O)C2 (centres undefined),9%,-2%,3%,-32%,26%,-2%,-4%[10 µM]
CC(C)Cc1nnc(NC(=O)CN2C(=O)c3ccccc3C2=O)s1,-7%,-2%,-2%,?,-21%,4%,7%
O=C1C2CC=C(Cl)CC2C(=O)N1CC1Cc2ccccc2CO1 (centres undefined),10%[38.3 µM],-32%,8%,11%,-3%,-1%,-35%
CCOC(=O)Cn1nnnc1CN1CCN(c2ccc(OC)cc2)CC1,-3%,6%,-7%,-17%[9.22 µM],4%,0%,-2%[10 µM]
CC(C(=O)NCCS(=O)(=O)c1ccc(Cl)cc1)S(=O)(=O)c1ccccc1 (centres undefined),-10%,5%,.,-12%,0%,-3%,-6%
CC1CCN(S(=O)(=O)c2cccc(S(=O)(=O)N3CCOCC3)c2)CC1,21%[38.3 µM],10%,-8%,-30%,-26%,-11%,18%
O=C(O)c1cc(/C=C/c2ccc(N3CCOCC3)cc2)nc2ccccc12,-10%,1%,-8%,23%,24%,11%,-162%[inhibitor]
N#C/C(=C\c1ccc(-c2cccc(C(F)(F)F)c2)o1)C(=O)Nn1cnnc1,2%,14%,-9%,32%,10%,-2%,-2%[10 µM]
O=C(NCc1ccccc1)c1ccco1,1%,1%,1%,2%,1%,-4%,19%[10 µM]
Nc1ccc(C(=O)c2cccs2)cc1[N+](=O)[O-],6%,4%,6%,5%[9.22 µM],22%,12%,7%[10 µM]
CC(=O)Nc1sc2c(c1C#N)CCCCC2,-3%,5%,-5%,?,-20%,4%,-4%[10 µM]
C=CCn1c(-c2cccn(Cc3ccc(Cl)cc3Cl)c2=O)n[nH]c1=S,0%[38.3 µM],-12%,-6%,10%,-5%,3%,-12%
CC(C)(C)c1ccc(OCC(O)CS(=O)(=O)c2ccccn2)cc1 (centres undefined),16%[38.3 µM],8%,4%,?,3%,-5%,-15%
S=C(N/N=C/c1ccccc1Cl)Nc1ccccc1,26%[38.3 µM],-3%,0%,-12%,-5%,-14%,-21%
Cc1nc2ccc(S(=O)(=O)NCC(=O)N3CCCC(C)C3)cc2s1 (centres undefined),-5%[38.3 µM],-6%,-1%,?,3%,-12%,-5%
CC(C)=NNc1nc(-c2ccccc2)cs1,-16%,?,6%,-7%,22%,-6%,3%[10 µM]
C=CCOc1c(/C=N\NC(N)=O)cccc1OC,.,10%,5%,5%[9.22 µM],2%,-2%,1%[10 µM]
CC(C(=O)Nc1ccccn1)N1C(=O)C2C3C=CC(C3)C2C1=O (centres undefined),.,15%,-18%,0%,.,6%,-18%
Cc1cccc(C)c1OCc1nc2ccccc2[nH]1,-11%,-3%,6%,0%,-2%,-4%,.
Cc1nonc1C1CCCN1Cc1cn[nH]c1-c1ccc(-c2ccccc2)cc1 (centres undefined),10%,-1%,-5%,9%[9.22 µM],2%,.,12%[10 µM]
CCc1cccc(C)c1NC(=O)CCCC(=O)O,19%[38.3 µM],3%,1%,8%,4%,-4%,-6%
Cc1ccc(S(=O)(=O)N2CCC(C(=O)NCCCN3CCCCCC3)CC2)cc1,5%[38.3 µM],11%,-10%,-1%,6%,?,5%[0.074 µM]
COc1ccc(-c2[nH]n(-c3ccc([N+](=O)[O-])cc3)c(=O)c2C=NCc2ccc(F)cc2)cc1,11%,0%,-2%,-9%,-2%,0%,5%[10 µM]
COc1ccc(S(=O)(=O)N(CCc2ccccc2)CC(=O)N/N=C/c2ccc3c(c2)OCO3)cc1,3%,-2%,0%,-12%,-6%,0%,37%[0.074 µM]
Cc1sc2nc(-c3cccs3)nc(N3CCCN(C)CC3)c2c1C,-5%[38.3 µM],-13%,6%,?,39%[activator],15%,-26%[10 µM]
COc1cc(/C=N\NC(=O)c2ccc(C)nc2)ccc1OC(=O)c1ccc2c(c1)OCO2,-10%,10%,-5%,-14%,-27%,8%,-17%
O=C(O)CCSC1=NCCN1,6%,.,.,.,7%[14.2 µM],.,-5%[10 µM]
Cn1c(N=Nc2ccc(N3CCOCC3)cc2)[n+](C)c2ccccc21,125%[activator],-19%,-4%,.,72%[activator],?,.
CNc1nc(C23CC4CC(CC(C4)C2)C3)cs1,3%,-8%,-20%,-17%,-2%,-6%,-2%
FC(F)(F)c1cccc(Nc2nc(N3CCCC3)nc(N3CCCC3)n2)c1,6%,-10%,-5%,-9%,-10%,1%,-14%
Cc1ccnc(NS(=O)(=O)c2ccc(NC(=O)Cc3ccccc3)cc2)n1,2%,-1%,-1%,2%,4%,3%,.
COc1ccc(-c2ccc(CCC(=O)O)n2-c2ccc(O)cc2)cc1,-4%,-18%,2%,8%,-3%,-2%,-24%
CCn1ncc(C2=NOC(C(=O)Nc3ccc(C)cc3)C2)c1C (centres undefined),21%[38.3 µM],4%,-3%,?,6%,-12%,28%
CC(C)NC(=O)COc1cccc2ccccc12,6%,-22%,-4%,10%,-22%,3%,-5%[10 µM]

# Next structures
molecule,IMPase Li inh,GAA glycogen,GAA spleen mod,HTT aggregate,GoLoco inh red,GAA inh,HTT ATP protect
CCOc1cc(C)c(C(C)C)cc1S(=O)(=O)N1CC(C)OC(C)C1 (centres undefined),29%[38.3 µM],-5%,4%,2%,3%,1%,5%
COc1cccc(/C=N/NC(=O)CNC(=O)CCc2ccccc2)c1O,.,-9%,-6%,-21%[9.22 µM],17%,.,-33%[10 µM]
COc1ccc(C2CC(=O)C=C(O)C2)cc1 (centres undefined),-2%,2%,4%,-5%,1%,-1%,.
O=C(COc1ccccc1)NNC(=S)NC(=O)c1ccc(Cl)cc1Cl,-7%,-29%,2%,-6%,-1%,-2%,-5%[10 µM]
CCOC(=O)c1ccc(NC(=O)CSc2nc3cccnc3n2C)cc1,17%,-10%,-6%,-21%,1%,-9%,-9%[1.9 µM]
Cc1ccc(/C=N/N=C2/NC(=O)C(CC(=O)N3CCOCC3)S2)cc1 (centres undefined),5%,-16%,4%,4%,11%,1%,-41%
O=S(Cc1ccc(Cl)cc1)CC(O)COCc1ccc(Cl)cc1 (centres undefined),16%[38.3 µM],-3%,-24%,6%,-4%,-11%,7%
CN1C(=S)SC(/[N+]([O-])=C\c2ccccc2F)C1(C)C (centres undefined),.,-26%,3%,-17%[9.22 µM],5%,.,2%[10 µM]

# Three structures out of the list, arranged by heavy-atom count, largest number first.
molecule,IMPase Li inh,GAA glycogen,GAA spleen mod,HTT aggregate,GoLoco inh red,GAA inh,HTT ATP protect
CCOC(=O)c1ccc(NC(=O)CSc2nc3cccnc3n2C)cc1,17%,-10%,-6%,-21%,1%,-9%,-9%[1.9 µM]
O=S(Cc1ccc(Cl)cc1)CC(O)COCc1ccc(Cl)cc1 (centres undefined),16%[38.3 µM],-3%,-24%,6%,-4%,-11%,7%
COc1ccc(C2CC(=O)C=C(O)C2)cc1 (centres undefined),-2%,2%,4%,-5%,1%,-1%,.
